# FUS yeast rescue = qHTS for Suppressors of FUS Proteinopathy: Primary screen using FUS-linked yeast assay | S. cerevisiae FUS-expressing, growth rescue, OD600, 24 h | Potency, µM (titrated, usually from 76.6 µM), for inactives: at the top dose growth rescue (activation), hits mostly activators | hit rate 0.24% among 390,000;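 note: potency is the fitted concentration of half-maximal effect; plate controls were DMSO vehicle for no effect and reference control for full effect; nearly all actives have a fitted effect of over 55% in size; some results filed as inactive show a strong effect at the top dose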
#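 Absorbance at 600 nm, taken 24hr after compound addition, measured rescue of FUS-yeast growth at 30C. Induction used 2% galactose with seeding at OD 0.005. Controls: CP55940 from 92uM final, DMSO only.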
# PTHR1 agonist = qHTS for PTHR1 Agonists: Primary Screen | HEK293 GP2 PTHR1 cells, GloSensor cAMP luminescence, 1 h | Potency, µM (doses to about 115 µM), without a hit: at the top dose activation, usual class: activators | hit rate 0.075% among 410,000; note: potency is the fitted concentration of half-maximal effect; nearly all actives have a fitted effect of over 55% in size; some results filed as inactive show a strong effect at the top dose; inactives centre near -15; many of its hits are not listed in these tables
# Target sequence (Q03431 whole entry, looked up): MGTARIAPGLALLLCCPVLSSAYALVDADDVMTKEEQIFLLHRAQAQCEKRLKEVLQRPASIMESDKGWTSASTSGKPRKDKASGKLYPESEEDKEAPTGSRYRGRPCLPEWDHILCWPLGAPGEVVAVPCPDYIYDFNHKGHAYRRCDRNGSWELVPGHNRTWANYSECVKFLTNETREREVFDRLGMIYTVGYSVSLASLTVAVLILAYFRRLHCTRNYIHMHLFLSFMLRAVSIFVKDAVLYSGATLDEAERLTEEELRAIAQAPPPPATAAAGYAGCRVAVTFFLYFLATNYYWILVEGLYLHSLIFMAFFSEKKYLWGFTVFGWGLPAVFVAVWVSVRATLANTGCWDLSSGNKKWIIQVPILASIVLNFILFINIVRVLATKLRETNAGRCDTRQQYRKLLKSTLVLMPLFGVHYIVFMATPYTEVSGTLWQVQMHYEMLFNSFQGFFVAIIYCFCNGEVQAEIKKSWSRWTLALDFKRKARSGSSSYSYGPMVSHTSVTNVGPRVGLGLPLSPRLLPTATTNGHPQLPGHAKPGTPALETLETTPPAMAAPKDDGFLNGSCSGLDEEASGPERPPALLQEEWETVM
#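 HEK-293-derived GP2 cells expressing PTHR1 and a GloSensor cAMP reporter, 3,000/well, plated overnight, given luciferin plus IBMX (each 0.5 mM as added) for 1 h at 37 °C, then compound for 1 h at 37 °C. Luminescence was read after 15 min at room temperature.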
# aSyn yeast inh = qHTS of alpha-syn Inhibitors. Yeast expressing alpha-synuclein, growth rescue, BacTiter-Glo, 24 h. hit rate 0.14% among 370,000. AID 652106, 2013. Potency, µM (titrated, usually from 46.1 µM), inactives show at the highest dose growth rescue (activation), hits mostly activators; note: potency is the fitted concentration of half-maximal effect; % of control where 0% means no effect; nearly all actives have a fitted effect of over 65% in size
#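 Readout is rescue of growth in alpha-synuclein-expressing yeast, so inhibitors of toxicity appear as activators. Growth after 24 hr at 30 deg C in galactose medium is quantified by luminescence.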
# GLP1R ag = qHTS of GLP-1 Receptor Agonists | Glucagon-like peptide 1 receptor (Homo sapiens), P43220 | HEK293 GLP-1R CRE-luciferase, luminescence, 4-6 h; cells express a hypersensitive GLP-1R form | Potency, µM (series often up to 45.6 µM), inactives show at the highest dose activation, hits mostly activators | hit rate 0.007% among 380,000 | AID 624172, 2012; note: potency is the fitted concentration of half-maximal effect; % of control where 0% means no effect
# Target sequence (P43220 whole entry, looked up): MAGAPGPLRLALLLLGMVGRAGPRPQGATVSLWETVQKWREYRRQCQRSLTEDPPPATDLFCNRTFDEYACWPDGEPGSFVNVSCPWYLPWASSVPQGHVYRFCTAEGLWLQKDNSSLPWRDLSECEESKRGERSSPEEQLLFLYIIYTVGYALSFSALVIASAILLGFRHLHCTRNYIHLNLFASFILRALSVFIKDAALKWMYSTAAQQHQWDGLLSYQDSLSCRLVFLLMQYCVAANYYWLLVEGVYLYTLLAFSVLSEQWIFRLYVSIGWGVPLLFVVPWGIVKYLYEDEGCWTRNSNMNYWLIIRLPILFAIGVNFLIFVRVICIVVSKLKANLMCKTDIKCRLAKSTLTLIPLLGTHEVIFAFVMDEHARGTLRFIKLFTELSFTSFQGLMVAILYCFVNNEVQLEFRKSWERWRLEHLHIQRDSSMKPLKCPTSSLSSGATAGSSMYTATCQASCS
# TDP43 rescue = qHTS of TDP-43 Inhibitors | hit rate 1.8% among 410,000 | TDP-43 expressing yeast growth rescue, BacTiter-Glo, 24 h | AID 652104, 2013 | Potency, µM (series often up to 46.1 µM), for inactives: at the highest dose growth rescue (activation), actives largely listed as activators; note: potency is the fitted concentration of half-maximal effect; % of control where 0% means no effect; nearly all actives have a fitted effect of over 50% in size
#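 Yeast cells expressing TDP-43 under galactose induction are exposed to compounds for 24 hr at 30 deg C. BacTiter-Glo luminescence measures growth, so protective compounds score as activators.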
# Abeta yeast res = qHTS for compounds that reverse cellular toxicity of Amyloid beta (A-beta) peptide in yeast: Primary Screen; Potency, µM (highest dose often 46.1 µM), inactives show at the highest dose growth rescue, usual class: activators; hit rate 0.063% among 410,000; yeast expressing A-beta42, growth rescue, OD600, 48 h; response scale: 0% DMSO, 100% iron-clioquinol control; note: potency is the fitted concentration of half-maximal effect; nearly all actives have a fitted effect of over 55% in size
#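 Yeast A-beta toxicity model in growth medium with pinned compounds, 48 h at 30 C; growth read as absorbance at 600 nm. Normalized to FeCl3/clioquinol equimolar mix (positive) and DMSO (negative).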
# GLP1R inv ag = qHTS of GLP-1 Receptor Inverse Agonists (Inhibition Mode); HEK293 GLP-1R CRE-luciferase, luminescence, 24 h; GLP-1R form is constitutively active; AID 624417, 2012; Potency, µM (series often up to 38.3 µM), without a hit: at the highest dose activity change, negative = inhibition, most hits filed as inhibitors; hit rate 1.6% among 410,000; note: potency is the fitted concentration of half-maximal effect; % is set by controls: 0 for no effect and ±100 for the full control effect; nearly all actives have a fitted effect of over 55% in size
#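 Cells are plated, allowed 12 hours at 37 deg C, then treated with compounds for 24 hr before luciferase detection reagent is added and luminescence is read after 12 min at room temperature. The HEK293 line carries constitutively active GLP-1R with a cAMP-responsive reporter.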
# DRD3 antagonist = qHTS of D3 Dopamine Receptor Antagonist: qHTS. D3R cells, DiscoveRx beta-arrestin luminescence, antagonist mode; hits give low values. max response, negative = inhibition, %. hit rate 2.5% among 360,000. AID 652054, 2013; in the data active = max response below about -50%; inconclusive = no clear call, values can overlap the other calls; note: % is set by controls: 0 for no effect and ±100 for the full control effect; mostly tested at two doses, the higher about 12 µM
#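 Cells expressing the human receptor were seeded at 1500 cells/well, incubated overnight at 37 degrees C in 5% CO2, then exposed to library compounds with dopamine controls for 90 minutes at 37 degrees C before luminescent detection.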
# Akt phos inh = HTS Assay for Inhibitors of Akt Phophorylation: Primary Screen | Neuro2A IGF-stimulated pAkt S473 HTRF, 20 min; hits give low values | activity change, % for hits at 50 µM | hit rate 0.32% among 360,000; in the data active = activity change below about -80%; inconclusive = mostly about -51% to -80%; note: % is set by controls: 0 for no effect and ±100 for the full control effect
#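 Neuro2A cells in DMEM with 0.5% FBS, overnight at 37 deg C, given compound at single 50 µM final, then IGF (6 nM final) for 20 min at 37 deg C. Lysed; phospho-Akt Ser473 by HTRF after 24 h, 665/615 ratio.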
# An asterisk follows results filed as active; i = inactive; ? = inconclusive; · = no result given; & = joins results of further samples; [ ] = another dose, or the depositor's remark. Unless noted, calls come from the whole dose curve; as a rule, active = well fitted curve in the direction sought with a large enough effect; inconclusive = small, poorly fitted or top-dose-only effect, or another doubt; inactive = no such curve, though single readings can be large; an effect the other way counts as inactive or inconclusive. The list is partial. The share of hits here may be higher or lower than overall.
SMILES,FUS yeast rescue,PTHR1 agonist,aSyn yeast inh,GLP1R ag,TDP43 rescue,Abeta yeast res,GLP1R inv ag,DRD3 antagonist,Akt phos inh
O=C(O)CC/C(=N\NC(=O)CNC(=O)c1ccc(F)cc1)c1ccccc1,-22.1%,-1.5%,0.2%,-4.8%,4.8%,5.7%,2.1%,-0.9,i
O=C(O)C1CC=CCC1C(=O)Nc1ccccc1C(=O)N1CCN(c2ccc(F)cc2)CC1 (stereo unspecified),0.8%,i,-3.3%,-9.8%,11.5%,16.7%,24.6%,3.3,i
COc1ccccc1Oc1ccc2c(c1)C(=O)N(c1cccc(O)c1)C2=O,34.0%,-11.9%[57.5 µM],-0.3%,19.2%,-17.8%,-4.8%,-18.1%,15.7,·
CCCN1C2=NCCN2c2cc(C)c(C)cc21,-34.5%,-17.7%,-5.1%,-12.0%,3.5%,8.4%,?,21.7,i
Cc1ccc(S(=O)(=O)n2nc(C)c(S(=O)(=O)N3CCCCC3)c2C)cc1,14.1%&6.7%,i,2.2%,-1.6%&0.3%,16.7%&17.6%,17.1%&-8.4%,2.8%&12.8%,24.3,i
Cc1ccc2c(CNCc3ccco3)cc(=O)oc2c1,28.4%,-15.9%[57.5 µM],1.5%,-1.2%,-18.3%,15.9%,0.0%,14.0,i
C[C@H](NS(=O)(=O)c1ccc(Cl)cc1)C(=O)OCC(=O)Nc1cc(S(=O)(=O)N2CCOCC2)ccc1Cl,·,-17.9%,6.8%,-10.8%,17.5%,1.3%,14.2%,-10.9,i
Cc1nc2cc(NCc3cccs3)ccc2n1C,-1.2%,i,-11.0%,7.1%,-8.1%,-7.7%,10.6%,3.4,i
C[C@@H]1CC[C@@]2(OC1)O[C@H]1C[C@H]3[C@@H]4CC=C5C[C@@H](O)[C@H](O)C[C@]5(C)C4CC[C@]3(C)[C@H]1[C@@H]2C (stereo partly specified),-4.4%,5.8%,-10.4%,5.0%,8.8%,-27.4%,13.1%,-0.2,i
O=C(NCCCCc1ccccc1)C1CC(c2cccc(F)c2)=NO1 (stereo unspecified),25.3%,i,14.8%,15.2%,0.6%,6.6%,4.6%,-0.9,i
CCc1ccccc1NC(=O)c1ccc(S(=O)(=O)N2CCCC2)cc1,-24.2%,-6.5%,10.7%,9.7%,-11.1%,-11.2%,-18.8%,-21.1,i
Cc1cccc(OCC(=O)OC2CCN(C)CC2)c1,-11.5%,i,-15.2%,-0.5%,-20.5%,-0.2%,-12.4%,?,i
Cn1c(=O)c2cc(S(=O)(=O)NC(Cc3ccccc3)C(=O)Nc3ccc(F)cc3)ccc2n(C)c1=O (stereo unspecified),-14.4%,i,·,-0.9%,-11.5%,-12.5%,-2.0%,·,·
O=C(CCc1nc2sc3c(c2c(=O)[nH]1)CCCC3)N1CCN(c2ccccc2)CC1,24.4%,i,-4.8%,14.7%,-13.7%,-2.6%,-30.0%,0.0,i
Cc1ccc(OCC(=O)Nc2ccc(N3CCCC3)cc2)cc1C,?,i,8.7%,-1.8%,-11.6%,-17.8%,10.1%,-9.2,·
O=C(NCc1ccccc1)c1cc(C2CCCN(C(=O)c3cccs3)C2)on1 (stereo unspecified),18.9%,-24.9%,-9.6%,12.1%,32.5%,-18.2%,3.5%,13.8,i
C=C(C)C1Cc2c(C)nn(-c3cccc4cccnc34)c2C1 (stereo unspecified),34.5%,i,5.2%,8.4%,2.2%,14.2%,?,4.4,i
Cc1csc2c(NCCCN3CCOCC3)ncnc12,?,i,-0.3%,0.7%,-25.9%,-12.8%,20.4%,7.0,i
CCN(CCCNC(=O)c1nn(-c2ccc(OC)c(Cl)c2)c(=O)c2c1c1ccccc1n2C)c1ccccc1,-5.9%,i,·,·,3.2%,-14.6%,2.1%,·,·
Cc1ccc(S(=O)(=O)n2nc(OC(=O)C3CCCCC3)cc2N)cc1,32.5%,-24.1%[57.5 µM],3.6%,-8.1%,-2.4%,27.6%,8.3%,-4.9,i
COCCN(CC(=O)Oc1ccccc1P(=O)(OC)OC)Cc1ccccc1,8.6%,i,-6.3%,7.4%,2.3%,-7.8%,19.2%,-24.4,i
COc1cc(C(=O)O[C@H]2C/C(C)=C/CC[C@]3(C)O[C@@H]3C(O)C2C(C)C)cc(OC)c1OC (stereo partly specified),47.6%,-21.6%,12.8%,25.4%,0.4%,-2.8%,?,8.2,i
CCO/C=C1/C(=O)N(c2ccccc2OC)C(=O)c2ccccc21,32.9%,-10.1%,-1.9%,2.8%,5.7%,-0.4%,14.4%,-10.9,i
CN(C)S(=O)(=O)N(CC(=O)Nc1ccc(S(=O)(=O)N2CCCC2)cc1)c1ccccc1,32.7%,-3.3%,2.7%,-18.3%,0.1%,5.4%,?,-23.3,i
CCCn1c(C(C)Nc2nc(C)cs2)nc2cc(Cl)c(Cl)cc21 (stereo unspecified),23.4%,-2.5%,15.1%,4.6%,?,21.0%,?,5.0,i

# 3 compounds drawn at random from the list so far:
SMILES,FUS yeast rescue,PTHR1 agonist,aSyn yeast inh,GLP1R ag,TDP43 rescue,Abeta yeast res,GLP1R inv ag,DRD3 antagonist,Akt phos inh
Cc1cccc(OCC(=O)OC2CCN(C)CC2)c1,-11.5%,i,-15.2%,-0.5%,-20.5%,-0.2%,-12.4%,?,i
Cc1csc2c(NCCCN3CCOCC3)ncnc12,?,i,-0.3%,0.7%,-25.9%,-12.8%,20.4%,7.0,i
Cn1c(=O)c2cc(S(=O)(=O)NC(Cc3ccccc3)C(=O)Nc3ccc(F)cc3)ccc2n(C)c1=O (stereo unspecified),-14.4%,i,·,-0.9%,-11.5%,-12.5%,-2.0%,·,·

# Next section
SMILES,FUS yeast rescue,PTHR1 agonist,aSyn yeast inh,GLP1R ag,TDP43 rescue,Abeta yeast res,GLP1R inv ag,DRD3 antagonist,Akt phos inh
CCOc1ccc(OCc2ccc(C(=O)Nc3cc(OC)c(OC)c(OC)c3)o2)cc1,5.2%,-17.1%,·,·,9.6%,-9.4%,13.4%,·,·
CCOC(=O)c1cnc2c(-c3ccccc3)cnn2c1N,28.8%,-26.0%,6.3%,-8.3%,0.0%,0.0%,1.9%,27.5,i
COc1ccc(-c2cc(C(F)F)n3ncc(C(=O)Nc4ccc(C(=O)N5CCOCC5)cc4)c3n2)cc1,-40.9%,-25.2%,2.9%,11.0%,13.3%,7.2%,1.7%,4.7,i
CN(C)S(=O)(=O)c1ccc(Cl)c(C(=O)OCC(=O)NC(=O)NC2CCCC2)c1,24.3%,-49.3%[inhibitor],3.3%,19.8%,16.8%,1.0%,-2.7%,-5.6,i
COc1cccc2cc(-c3nc4ccccc4o3)c(=O)oc12,-2.5%,-64.9%[inhibitor],3.16µM*,3.4%,3.16µM*,-1.5%,16.1%,-7.2,i
CCNc1ccc(-c2nc(-c3ccccn3)no2)cc1[N+](=O)[O-],6.1%,i,·,·,-20.8%,-17.7%,38.0%[activator],·,·
Nc1nc(-c2cc3c(cc2Cl)OCCO3)cs1,12.5%,-19.8%,12.5%,1.0%,26.2%,18.1%,3.6%,-11.5,i
Cc1nc(N2C(=O)C(=O)/C(=C(/O)c3ccccc3)C2c2ccco2)sc1C (stereo unspecified),?,i,-3.8%,-11.6%,8.3%,9.5%,?,-1.5,·
O=C(Cn1c(=O)sc2ccccc21)NCc1ccccn1,-8.6%,-6.0%,-2.4%,-4.9%,8.1%,-1.9%,-0.8%,12.8,i
COc1ccc(C(=O)NNC(=O)CSc2nnc(C3CC3)n2C)cc1,-4.8%,-20.2%,0.3%,-0.3%,-0.5%,-11.4%,-8.7%,10.7,i
COc1cc(CN2CCNC(=O)C2CC(=O)N(Cc2nccn2C)C(C)C)cc(OC)c1 (stereo unspecified),-14.1%,-11.3%,-1.4%,-4.5%,-1.4%,-17.1%,13.1%,9.3,i
CCOc1ccc(CCNS(=O)(=O)c2cnc[nH]2)cc1OCC,-2.8%,i,-0.6%,?,1.8%,7.6%,109.9%[activator],15.0,-132.3%*
CCOC(=O)NC(=O)C(=CNNc1ncc(C(F)(F)F)cc1Cl)C(=O)NC(=O)OCC,4.3%,i,-4.8%,6.9%,0.1%,-2.7%,-2.8%,10.6,i
CCN(CC)S(=O)(=O)c1ccc(C(=O)NNc2nc(-c3ccccc3)c3cc(Br)ccc3n2)cc1,35.3%,i,1.1%,-2.8%,11.3%,2.8%,?,-4.7,i
NS(=O)(=O)c1ccc(CNC(=O)Cc2ccsc2)cc1,13.8%,i,-1.9%,-4.1%,-1.7%,8.9%,1.6%,-13.2,i
c1ccc2c(c1)Nc1cc3ccccc3cc1O2,·,-25.3%,-2.6%,0.6%,15.6%,-4.0%,9.6%,-27.6,i
Cc1ccc(C2CC2C(=O)NNC(=S)Nc2cccc(Cl)c2)cc1 (stereo unspecified),?,-34.2%[inhibitor],-1.8%,-13.4%,14.1µM*,10.7%,?,?,i
Cc1sc(NC(=O)c2ccco2)c(CN2CCC(C)CC2)c1C,13.4%,-10.2%,-2.3%,7.1%,-9.5%,13.3%,-8.5%,-10.9,i
CCC(=O)c1ccc(OCC(=O)OCC(=O)N2CCN(c3ccc(OC)cc3)CC2)cc1,-11.2%,-19.1%,1.3%,-3.1%,17.0%,13.8%,11.5%,-8.6,i
COc1cc(CC(=O)OCC(=O)NC2CCCCC2)cc(OC)c1OC,5.7%,i,-3.3%,-29.2%,-17.1%,17.2%,0.7%,2.1,i
CC(=O)c1ccc(NC(=O)C2CC(=O)Nc3nc4ccccc4n32)cc1 (stereo unspecified),8.9%,i,-1.7%,3.7%,2.1%,-6.0%,4.6%,-22.2,i

# Screening data deposited in PubChem BioAssay by National Center for Advancing Translational Sciences (NCATS).
